# Assay outcomes (PubChem BioAssay)
# PTHR1 agonist: agonists of human PTHR1 parathyroid hormone receptor | Q03431 | HEK293 GP2 PTHR1 cells, GloSensor cAMP luminescence, 1 h | Potency, µM (top dose mostly 115 µM), inactives show at the highest dose activation, usual class: activators | 410,000 tested, 0.075% active | AID 743266; further: potency means the concentration at half of the fitted maximal effect; nearly all actives have a fitted effect of over 55% in size; some results filed as inactive show a strong effect at the top dose; inactives centre near -15; many of its hits are not listed in these tables
#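 HEK-293-derived GP2 cells expressing PTHR1 and a GloSensor cAMP reporter, 3,000/well, plated overnight, given luciferin plus IBMX (each 0.5 mM as added) for 1 h at 37 °C, then compound for 1 h at 37 °C. Luminescence was read after 15 min at room temperature.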
# GLP-1R inv ag: acts as inverse agonist at human GLP-1 receptor. P43220. HEK293 GLP-1R CRE-luciferase, luminescence, 24 h; GLP-1R form is constitutively active. Potency, µM (doses to about 38.3 µM), without a hit: at the top dose activity change, negative = inhibition, actives largely listed as inhibitors. 410,000 tested, 1.6% active. AID 624417; further: potency means the concentration at half of the fitted maximal effect; on the % scale 0 is the no-effect control and ±100 the full control effect; nearly all actives have a fitted effect of over 55% in size
# Target sequence (P43220 whole entry, looked up): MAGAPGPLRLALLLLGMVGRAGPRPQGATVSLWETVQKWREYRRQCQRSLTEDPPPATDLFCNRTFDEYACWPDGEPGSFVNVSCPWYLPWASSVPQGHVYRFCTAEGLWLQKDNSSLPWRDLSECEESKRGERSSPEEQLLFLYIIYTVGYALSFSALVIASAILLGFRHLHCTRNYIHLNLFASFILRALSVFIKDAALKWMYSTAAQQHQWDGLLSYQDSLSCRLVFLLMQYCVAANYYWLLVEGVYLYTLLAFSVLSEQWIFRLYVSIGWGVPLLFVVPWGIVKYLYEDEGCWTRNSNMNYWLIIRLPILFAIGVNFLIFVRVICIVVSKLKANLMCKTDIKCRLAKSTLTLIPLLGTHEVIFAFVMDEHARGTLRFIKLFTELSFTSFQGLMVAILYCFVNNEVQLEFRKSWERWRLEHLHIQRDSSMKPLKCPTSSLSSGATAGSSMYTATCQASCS
#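 Luminescence readout: a drop in cAMP-driven luciferase signal flags inverse agonism at a constitutively active GLP-1R stably expressed in HEK293. Compound exposure lasted 24 hr at 37 deg C, 5% CO2.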
# pAkt inh: blocks phosphorylation of Akt; Neuro2A IGF-stimulated pAkt S473 HTRF, 20 min; hits give low values; activity change, % for hits at 50 µM; 360,000 tested, 0.32% active; AID 651550; in the data active means activity change below about -80%; inconclusive means mostly about -51% to -80%; further: on the % scale 0 is the no-effect control and ±100 the full control effect
#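 Neuro2A cells (4,500/well, DMEM with 0.5% FBS) were treated with compound at a single 50 µM final concentration, stimulated with 6 nM IGF for 20 min at 37 °C, and lysed. Phospho-Akt Ser473 was read by HTRF as 665/615 ratio ×10^4.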
# GLP-1R agonist: GLP-1 receptor (human) agonism. P43220. HEK293 GLP-1R CRE-luciferase, luminescence, 4-6 h; cells express a hypersensitive GLP-1R form. Potency, µM (titrated, usually from 45.6 µM), for the others: at the highest dose activation, hits mostly activators. 380,000 tested, 0.007% active; further: potency means the concentration at half of the fitted maximal effect; % of control where 0% means no effect
# TDP-43 yeast inh: TDP-43 toxicity inhibition in yeast; TDP-43 expressing yeast growth rescue, BacTiter-Glo, 24 h; Potency, µM (top dose mostly 46.1 µM), without a hit: at the top dose growth rescue (activation), hits mostly activators; 410,000 tested, 1.8% active; AID 652104; further: potency means the concentration at half of the fitted maximal effect; % of control where 0% means no effect; nearly all actives have a fitted effect of over 50% in size
#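 Luminescence from BacTiter-Glo reports growth of TDP-43-expressing yeast after 24 hr at 30 deg C with compound. Cells were raffinose-pregrown to mid-log, then seeded in galactose medium at OD600=0.02.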
# Abeta yeast res: restores growth of yeast expressing A-beta42 peptide. yeast expressing A-beta42, growth rescue, OD600, 48 h; response scale: 0% DMSO, 100% iron-clioquinol control. Potency, µM (series often up to 46.1 µM), inactives show at the top dose growth rescue, hits mostly activators. 410,000 tested, 0.063% active; further: potency means the concentration at half of the fitted maximal effect; nearly all actives have a fitted effect of over 55% in size
#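 Growth rescue measured by 600 nm absorbance after 48 h yeast culture at 30 C with compound. Values normalized between DMSO and an equimolar ferric chloride plus clioquinol control.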
# D3 antag: D3 dopamine receptor (human) antagonism; P35462; D3R cells, DiscoveRx beta-arrestin luminescence, antagonist mode; hits give low values; max response, negative = inhibition, %; 360,000 tested, 2.5% active; AID 652054; in the data active means max response below about -50%; inconclusive means no clear call, values can overlap the other calls; further: on the % scale 0 is the no-effect control and ±100 the full control effect; mostly tested at two doses, the higher about 12 µM
# Target sequence (P35462 whole entry, looked up): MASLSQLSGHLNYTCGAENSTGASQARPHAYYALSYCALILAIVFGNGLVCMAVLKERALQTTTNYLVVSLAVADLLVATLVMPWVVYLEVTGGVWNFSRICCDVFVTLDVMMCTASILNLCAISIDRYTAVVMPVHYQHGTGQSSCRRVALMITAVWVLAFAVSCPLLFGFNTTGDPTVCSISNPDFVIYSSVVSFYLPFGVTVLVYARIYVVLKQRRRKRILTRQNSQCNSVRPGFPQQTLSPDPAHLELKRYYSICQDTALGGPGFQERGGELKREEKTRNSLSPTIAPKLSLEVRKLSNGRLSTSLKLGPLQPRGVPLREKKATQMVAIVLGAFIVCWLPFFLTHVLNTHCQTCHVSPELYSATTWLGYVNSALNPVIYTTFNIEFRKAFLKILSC
#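 Cells plated overnight at 1500 cells/well, then exposed to library compounds with dopamine controls for 90 minutes at 37 degrees C. DiscoveRx reagent added for 30–60 minutes at room temperature; luminescence read, quantitative HTS format.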
# aSyn rescue: rescues yeast growth from alpha-synuclein toxicity; Yeast expressing alpha-synuclein, growth rescue, BacTiter-Glo, 24 h; Potency, µM (series often up to 46.1 µM), without a hit: at the top dose growth rescue (activation), actives largely listed as activators; 370,000 tested, 0.14% active; further: potency means the concentration at half of the fitted maximal effect; % of control where 0% means no effect; nearly all actives have a fitted effect of over 65% in size
#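 Rescue of yeast growth: cells expressing toxic alpha-synuclein, induced in galactose at OD600 0.02, incubated with compound 24 h at 30 C. ATP luminescence quantified growth; inhibitors of toxicity appear as activators.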
# FUS suppressor: rescues growth of FUS-expressing yeast. S. cerevisiae FUS-expressing, growth rescue, OD600, 24 h. Potency, µM (doses to about 76.6 µM), without a hit: at the top dose growth rescue (activation), hits mostly activators. 390,000 tested, 0.24% active;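 further: potency means the concentration at half of the fitted maximal effect; plate controls were DMSO vehicle for no effect and reference control for full effect; nearly all actives have a fitted effect of over 55% in size; some results filed as inactive show a strong effect at the top dose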
#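 Quantitative HTS measuring growth restoration of FUS-toxic yeast. Galactose-induced cells (OD 0.005) were exposed 24hr at 30C to compounds at several concentrations, then absorbance at 600 nm was recorded.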
# Starred values were filed as active, the others as inactive; i = inactive; ? = inconclusive; / = not tested or not shown; & = joins results of further samples; [ ] = another dose, or the depositor's remark. Unless noted, the call rests on the fitted dose curve; in most records, active means well fitted curve in the direction sought with a large enough effect; inconclusive means small, poorly fitted or top-dose-only effect, or another doubt; inactive means no such curve, though single readings can be large; an effect the other way counts as inactive or inconclusive.
SMILES,PTHR1 agonist,GLP-1R inv ag,pAkt inh,GLP-1R agonist,TDP-43 yeast inh,Abeta yeast res,D3 antag,aSyn rescue,FUS suppressor
CCOC(=O)CCCn1ccc2cc(S(=O)(=O)N3CCCC3)ccc21,-33%[inhibitor],20%,i,-2%,18%,0%,12,-8%,2%
CCc1ccc(NC(=S)N(CCN2CCCCC2)Cc2ccco2)cc1,i,?,i,9%,-3%,-7%,-68*,-7%,28%
Cc1cccc(C)c1NC(=O)CNC(=O)c1cnccn1,i,15%,i,-11%,11%,6%,4,-1%,-3%
COc1ccc(C(=O)N2CCCC(Nc3ccc(C)c(C)c3)C2)c(OC)n1 (stereo not given),i,-30%,i,-1%,-8%,-4%,8,0%,/
CCN(CC)c1ccc2c(C)c(-c3ccc(N)cc3)c(=O)oc2c1,-19%[57.5 µM],?,i,5%,?,-54%[inhibitor],-8,9%,?
CC1(C)c2[nH]c3ccccc3c2C[C@@H]2C(=O)N(Cc3ccc(F)cc3)C(=O)N21,-21%,/,/,-6%,/,?,/,/,?
O=Cc1c(Sc2ccccc2)nc2ccccn2c1=O,-26%,?,i,-11%,13µM*,-27%,9,18%,-1%
Cc1nn(C)cc1S(=O)(=O)NC1CCCC1,i,11%,i,1%,-13%,-17%,10,-8%,-2%
CCOc1ccc(C(=O)OC2CCCN(C)C2)cc1 (stereo not given),i,-15%,i,-3%,13%,-12%,21,3%,2%
CCc1nnc(NC(=O)CSc2ncc(-c3ccccc3)[nH]2)s1,-9%[57.5 µM],9%,i,24%,-13%,-5%,20,-1%,11%
CCCCn1c(N)c(Sc2ccc(C)cc2)c(=O)[nH]c1=O,i,29%,/,-2%,-8%,16%,8,-6%,-1%
COc1ccc(S(=O)(=O)NCCOc2cccc3cccnc23)cc1OC,-3%,19%,i,10%,-4%,13%,-3,1%,2%
Cc1c(Cl)cccc1NC(=O)CN1CCC(NC(=O)C2CCCCC2)CC1,-22%,16%,i,-9%,-19%,20%,14,9%,-8%
CC(C)C/C(O)=C/c1nc2cc(Cl)ccc2oc1=O,-6%,?,i,-16%,-22%,-2%,7,1%,/
CCc1cc(C(=O)O)c(NC(=O)/C=C/c2ccc(OC)cc2)s1,-28%,-1%,i,0%,-13%,-18%,-24,-24%,-18%
CC(C)(C)c1cc(NC(=O)c2ccco2)no1,-2%,?,i,-4%,8%,-30%,-8,-11%,1%
O=C1CNC(=S)N1C(CO)c1ccccc1 (stereo not given),i,10%,i,7%,-13%,0%,-10,-1%,-8%
Cc1ccc(-c2[nH][nH]c(=O)c(=O)c2N=Nc2ccccc2)cc1,i,8%,i,-1%,-23%,-6%,-3,-2%,0%
COc1ccc(CCNC(=O)c2cnc3scc(C)n3c2=O)cc1OC,i,107%[activator],i,27%,?,5%,2,?,13%
COc1ccc(/C=C2\SC(=NCc3ccccc3)N(Cc3ccccc3)C2=O)cc1OC,-24%[57.5 µM],56%[activator],i,17%,-1%,5%,0,5%,-13%
Cc1cc(C(=O)Cn2nnc3ccccc3c2=O)c(C)n1Cc1cccs1,-91%[inhibitor],?,i,-18%,9%,-12%,12,15%,?
CC(C)CCN1NC2(CCCC(C)C2)NC1=S (stereo not given),-3%,6%,i,0%,12%,?,-6,8%,-1%
O=C(CSc1nc2cc(Cl)c(Cl)cc2[nH]1)c1ccc2c(c1)OCO2,-34%[inhibitor],44%[activator],i,0%,-8%,6%,8,1%,-13%
COc1ccc(N2CC(C(=O)NCc3cccnc3)CC2=O)cc1 (stereo not given),5%[57.5 µM],2%,i,11%,-14%,-20%,4,2%,9%
CCOC(=O)c1ccc(NC(=O)N2CCN(S(C)(=O)=O)CC2)cc1,i,-3%,i,3%,-8%,6%,-5,-1%,13%
COc1cccc(OCC(O)CN2C(C)CCCC2C)c1 (stereo not given),i,1%,i,4%,2%,-2%,-11,-4%,7%
CCOc1ccccc1CNC(=O)CN1C(=O)CCc2cc(S(=O)(=O)N3CCCCC3)ccc21,-17%,-8%,/,/,0%,-4%,/,/,?
N#CCSc1nnc(C2CCCCC2)n1-c1ccccc1,i,?,i,5%,8%,-6%,0,0%,-5%
O=[N+]([O-])c1cccc(/C=N\N2CCN(c3ccc(Cl)cc3)CC2)c1,-5%,11%,i,-4%,-19%,1%,15,-12%,-14%
COc1ccc(-c2oc(/N=C/N3CCCC3)c(C#N)c2-c2ccc(OC)cc2)cc1,-37%[inhibitor][57.5 µM],?,i,-1%,1%,-10%,26,-1%,17%
O=C(O)CN1C(=O)/C(=C\c2cn(-c3ccccc3)nc2-c2ccccc2)SC1=S,-39%[inhibitor],19%,i,-2%,-18%,-1%,15,0%,24%
Cc1cc2ncc(S(=O)(=O)c3ccccc3)c(N)n2n1,i,-1%[7.66 µM],i,0%,-1%,-2%,-17,0%,20%
Cc1cc(C(C)(C)C)ccc1OCCn1ccnc1,-69%[inhibitor],-23%,i,21%,-10%,-17%,-64*,-6%,3%
CCOc1c(Cl)cc(CNCc2ccccn2)cc1OC,i,1%,i,0%,-16%,-1%,0,-3%,14%
COc1cc([N+](=O)[O-])ccc1NC(=O)c1cccc(NC(=O)C(C)C)c1,-24%,-13%,i,19%,2%,2%,-11,0%,4%
COc1ccc(Cc2nnc(NC(=O)c3cc(OC)cc(OC)c3)s2)cc1,i,?,i,5%,-15%,-18%,-11,-1%,-24%
O=C(Nc1ccc([N+](=O)[O-])cn1)c1ccc2c(c1)OCO2,-2%,3%,i,1%,14%,-6%,8,0%,-12%
N#Cc1c(N2CCOCC2)nc(N)c2c(N)nc3c(c12)CC(CCl)O3 (stereo not given),-17%,92%[activator],i,6%,-28%,-14%,-13,2%,18%
COc1ccc(N2CCOCC2)c(NC(=O)c2ccco2)c1,i,22%,i,19%,1%,0%,4,-9%,21%
C[C@H](NC(=O)C1CCN(S(=O)(=O)c2ccccc2)CC1)C(=O)NCc1ccncc1,i,4%,i,-4%,18%,7%,21,?,-9%
CCC1(c2ccccc2)NC(=O)N(CC(=O)N(C)CC(=O)Nc2ccc(F)c(F)c2F)C1=O (stereo not given),i,?,i,5%,0%,-1%,0,2%,-6%
O=C(NCc1ccco1)c1nn2cccnc2c1Cl,i,7%,i,-2%,9%,10%,-5,7%,-11%
O=C(Nc1cccc(C(=O)N2CCCc3ccccc32)c1)c1ccccc1,-46%[inhibitor],?,i,1%,?,25%,-10,1%,23%
COc1cccc(NC(=O)CN2C(=O)NC(C)(c3ccc(C)cc3)C2=O)c1 (stereo not given),i,-11%,i,11%,16%,14%,-6,1%,12%
O=C1C=C(c2cccc(Cl)c2)C[C@@H](c2ccc(Cl)cc2)C1,i,-3%,i,5%,0%,16%,-1,3%,?

# As entered above:
# C[C@H](NC(=O)C1CCN(S(=O)(=O)c2ccccc2)CC1)C(=O)NCc1ccncc1 @ FUS suppressor: -9%
# CC1(C)c2[nH]c3ccccc3c2C[C@@H]2C(=O)N(Cc3ccc(F)cc3)C(=O)N21 @ GLP-1R agonist: -6%
# CCOC(=O)CCCn1ccc2cc(S(=O)(=O)N3CCCC3)ccc21 @ GLP-1R agonist: -2%

# Later entries
SMILES,PTHR1 agonist,GLP-1R inv ag,pAkt inh,GLP-1R agonist,TDP-43 yeast inh,Abeta yeast res,D3 antag,aSyn rescue,FUS suppressor
O=C1C(Cl)=C(NCc2cccnc2)C(=O)c2ccccc21,-33%,?,i,-1%,?,-26%,-17,24%,-2%
CN(C)c1oc(-c2ccco2)nc1C#N,i,3%,i,0%,17%,-3%,12,0%,-1%
COc1ccc(Nc2c(-c3cc4ccccc4o3)nc3nc(C)cc(C)n23)cc1,i,4%,i,-3%,?,-2%,18,16%,?
O=C(O)CCNS(=O)(=O)c1ccc2ccccc2c1,i,1%,i,-11%,-19%,3%,-16,0%,26%
COc1ccc(C(=O)NNc2cc(C)nc(NNC(=O)c3ccc(OC)cc3)n2)cc1,-47%[inhibitor],-3%,i,1%,-24%,-13%,2,-2%,16%
O=C(c1ccc(N2CCOCC2)c([N+](=O)[O-])c1)N1CCN(Cc2ccccc2)CC1,-26%,29%,i,20%,-11%,-10%,-5,0%,-1%
CCN1CCN(C(=O)CN(CC)S(=O)(=O)c2ccc3ccccc3c2)CC1,-4%,4%,i,-3%,1%,6%,-13,-9%,-2%
CC1=C(SCc2ccccc2)C(=O)c2ccccc2C1=O,-24%,?,i,-2%,16%,-66%[inhibitor],-89*,-65%[inhibitor],40%
COc1ccc(/C=N/NC(=O)CC(=O)NC2CCCCC2)cc1,-56%[inhibitor],11%,i,0%,2%,9%,6,0%,30%
Cc1ccc(C2(C)NC(=O)N(CC(=O)Nc3cc(C)on3)C2=O)cc1 (stereo not given),-4%[57.5 µM],-3%,i,4%,-4%,-1%,23,2%,17%
COc1cc(C2=CCN(C(C)=O)CC2)ccc1OC(C)=O,-24%,/,/,8%,/,-18%,/,/,-16%
Cc1cc(C)nc(SCc2ccc(C(=O)N/N=C3\CCCC(=O)C3)cc2)n1,1%,20%,i,6%,-12%[9.22 µM],-5%,14,-10%,39%
CCC(C)NC(=O)CCn1c(-c2ccc(F)cc2)cc(C(C)=O)c1C (stereo not given),i,20%,i,6%,16%,-4%,4,2%,-20%
COc1ccc(NC(=O)CCNS(=O)(=O)c2cccc3nonc23)cc1,-15%,-10%&-24%,i,5%&1%,-4%&9%,-4%&-12%,-14,-5%,-1%&3%
Cc1csc(CN(C)C(=O)CC2C(=O)NCCN2Cc2ccc(-c3ccccc3)cc2)n1 (stereo not given),-5%,17%,i,13%,1%,4%,-11,12%,24%

# These rows are one share of the data; rates above refer to the full screens.
